# Compound activity deposited in PubChem by National Center for Advancing Translational Sciences (NCATS).
# Cycloheximide cs = affects cycloheximide protein synthesis inhibition readout, counter-screen | cell reporter, cycloheximide protein synthesis inhibition counterscreen | max response, % | 300,000 tested, 12% active | AID 2314; in the data active means max response mostly above about 13%, no sharp cut-off; inactive means mostly below about 14%; further: read at 38.3 µM for the half of the compounds with a filed dose; 0% is about no effect
# AmpC no deterg = blocks E. coli AmpC beta-lactamase in detergent-free assay; AmpC nitrocefin hydrolysis, absorbance 480 nm, 0.0001% Triton; P00811; AID 485341; 330,000 tested, 0.52% active; Potency, µM (doses to about 57.1 µM), for the others: top-dose activity change, negative = inhibition, usual class: inhibitors;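 further: potency means the concentration at half of the fitted maximal effect; plate controls were no compound for no effect and no enzyme for full effect; nearly all actives have a fitted effect of over 20% in size; some results filed as inactive show a strong effect at the top dose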
# Target sequence (P00811 whole entry, looked up): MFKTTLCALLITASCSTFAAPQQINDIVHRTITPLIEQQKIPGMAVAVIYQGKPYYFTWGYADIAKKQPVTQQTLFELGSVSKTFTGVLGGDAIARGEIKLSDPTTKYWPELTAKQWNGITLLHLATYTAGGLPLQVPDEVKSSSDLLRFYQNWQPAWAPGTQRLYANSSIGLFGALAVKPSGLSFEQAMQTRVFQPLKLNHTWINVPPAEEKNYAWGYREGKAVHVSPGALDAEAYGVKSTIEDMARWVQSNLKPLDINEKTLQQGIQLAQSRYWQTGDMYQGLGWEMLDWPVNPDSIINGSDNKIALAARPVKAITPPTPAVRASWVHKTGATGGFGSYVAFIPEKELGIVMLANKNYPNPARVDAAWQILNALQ
#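 20 mM phosphate pH 7.0 + 0.01% (detergent screen) or 0.0001% Triton X-100; 5.3 nM AmpC reagent; cpd preinc 15 min RT; nitrocefin (800 uM stock) to start; A480 q20 s × 4 min; Activity was normalised to no-enzyme and no-compound control wells.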
# AMA1 RON2 block = AMA1-RON2 (P. falciparum) interaction inhibition. AlphaScreen AMA1-biotinylated RON2 peptide binding. Potency, µM (highest dose often 58.2 µM), inactives show at the top dose activity change, negative = inhibition, actives largely listed as inhibitors. 360,000 tested, 0.2% active;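 further: potency means the concentration at half of the fitted maximal effect; 0% = vehicle wells and -100% = peptide control; nearly all actives have a fitted effect of over 45% in size; some results filed as inactive show a strong effect at the top dose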
#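 AMA1 (3D7) with his tag at 25 nM final met compounds first, then biotinylated RON2 peptide at 25 nM; detection used donor plus acceptor beads, 10 µg/mL apiece, read by AlphaScreen after 30 min at room temperature.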
# Shiga inhibitor = Shiga toxin inhibition | 290,000 tested, 9.2% active | AID 2315 | Vero cells, Shiga toxin protein synthesis inhibition reporter | inhibition, % at 38.7 µM; in the data active means inhibition mostly above about 28%, no sharp cut-off; inactive means mostly below about 43%; further: 0% is about no effect
# HCMV inh = blocks human cytomegalovirus replication; activity change, negative = inhibition, % at 57.5 µM; AID 1259415; 410,000 tested, 4.5% active; HFF cells, HCMV-luciferase reporter, 72 h; active compounds read low; in the data active means activity change below about -60%; inconclusive means no clear call, values can overlap the other calls; inactive means above about -39%; further: on the % scale 0 is the no-effect control and ±100 the full control effect
#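 Inhibition of viral replication was scored as loss of reporter luminescence in HFFs infected with HCMV-luciferase (MOI 1 PFU/cell) for 72 h; compounds tested at 2 doses, normalized to buffer and Salinomycin controls.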
# Giardia FBPA inh = inhibitors of Giardia lamblia fructose-1,6-bisphosphate aldolase. A8B2U2. purified Giardia FBPA. Potency, µM (titrated, usually from 59.6 µM), for the others: top-dose activity, negative = inhibition, most hits filed as inhibitors. 290,000 tested, 0.71% active; further: potency means the concentration at half of the fitted maximal effect; on the % scale 0 is the no-effect control and ±100 the full control effect; nearly all actives have a fitted effect of over 55% in size
# Target sequence (A8B2U2 whole entry, looked up): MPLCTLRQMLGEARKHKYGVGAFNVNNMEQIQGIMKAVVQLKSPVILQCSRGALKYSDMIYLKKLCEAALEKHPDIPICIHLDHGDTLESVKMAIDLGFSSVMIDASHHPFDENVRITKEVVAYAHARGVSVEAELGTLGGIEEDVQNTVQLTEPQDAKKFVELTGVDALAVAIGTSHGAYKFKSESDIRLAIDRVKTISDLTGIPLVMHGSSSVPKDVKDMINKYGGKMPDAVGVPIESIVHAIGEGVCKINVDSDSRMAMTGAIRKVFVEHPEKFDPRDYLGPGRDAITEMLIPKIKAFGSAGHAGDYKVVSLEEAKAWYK
#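 Giardia FBPA (40 nM reagent) was preincubated 10 min at RT with compound (up to 57.5 uM final), then substrate plus GAPDH/TPI/NAD/arsenate coupling system with diaphorase/resazurin was added; resorufin fluorescence (525/598 nm) was read after 20 min.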
# AmpC detergent = blocks E. coli AmpC beta-lactamase in detergent assay | AID 485294 | AmpC hydrolysis of nitrocefin, absorbance 480 nm, 0.01% Triton | P00811 | 370,000 tested, 0.041% active | Potency, µM (highest dose often 114 µM), for the others: top-dose activity change, negative = inhibition, usual class: inhibitors;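 further: potency means the concentration at half of the fitted maximal effect; 0% = no-compound wells and -100% = no-enzyme wells; nearly all actives have a fitted effect of over 25% in size; some results filed as inactive show a strong effect at the top dose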
#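 20 mM phosphate pH 7.0 + 0.01% (detergent screen) or 0.0001% Triton X-100; 5.3 nM AmpC reagent; cpd preinc 15 min RT; nitrocefin (800 uM stock) to start; A480 q20 s × 4 min; Activity was normalised to no-enzyme and no-compound control wells.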
# * hit, by the source's call; ? = inconclusive; . = not tested or not shown; [ ] = another dose, or the depositor's remark. Unless noted, the call rests on the fitted dose curve; in most records, active means well fitted curve in the direction sought with a large enough effect; inconclusive means small, poorly fitted or top-dose-only effect, or another doubt; inactive means no such curve, though single readings can be large; an effect the other way counts as inactive or inconclusive.
SMILES,Cycloheximide cs,AmpC no deterg,AMA1 RON2 block,Shiga inhibitor,HCMV inh,Giardia FBPA inh,AmpC detergent
Cc1ccc2c(c1)C(c1ccc(F)cc1)N(C(=O)c1cc3ccccc3oc1=O)CC(=O)N2 (stereo not drawn),-3,5%,2%,-10,-26,-1%,-1%
Cc1nc2oc3c(NCc4ccccc4)ncnc3c2c2c1COC(C)(C)C2,-2,-31%,-3%,-13,-28,3%,-4%
CCc1ccc(NC(=O)/C(C#N)=C/c2ccncc2)cc1,-5,-5%,-22%,-16,53,.,7%
CCCNc1oc(-c2cccc3ccccc23)nc1C#N,22*,-15%,-8%,69*,29,2%,0%
COc1ccc(N(CC(=O)NCCSc2ccccc2)S(=O)(=O)c2ccccc2)cc1OC,-4,-13%,0%,6,0,.,1%
COC(=O)c1cc2c(ccn2-c2ccc(F)cc2)n1Cc1ccc(OC)cc1,47*,0%,?,54*,28,-4%,-2%
O=S(=O)(Oc1ccccc1/C=N/n1cnnc1)c1ccccc1,-7,0%,3%,-10,?,20µM*,0%
Cc1ccc2ncnc(NCCC(=O)O)c2c1,-2,-10%,3%,18,19,-5%,?
Cc1ccc(-c2nc(NC(=O)CSc3nnnn3-c3ccccc3)ns2)cc1,-5,-34%,-2%,-6,-38,1%,-6%
CC(C(=O)NCCc1ccc(F)cc1)N1CCN(Cc2ccccc2)CC1 (stereo not drawn),1,30%,-4%,-2,?,9%,3%
C/C(=C\C(=O)OCC(=O)NCc1ccccc1)C(=O)OCC(=O)NCc1ccccc1,-1,0%,-10%[11.6 µM],-9,-3,-6%,?
O=C(COC(=O)c1ccc(O)cc1)Nc1ccc(OC(F)F)cc1,15,-20%[11.4 µM],5%,2,20,0%,?
COc1cc(NC(=S)N2CCN(c3ccccn3)CC2)c(OC)cc1Cl,8,-12%,-6%,15,-24,?,0%
COc1ccc(OCc2nnc(SCC(N)=O)n2N)cc1,-3,-10%,14%,-3,2,2%,-2%
Cc1ccc(NC(=O)C(=O)NCCc2c[nH]c3ccccc23)cc1C,2,-15%,-10%,-6,0,8%,0%
O=C(CN1C(=O)NC2(CCOc3ccccc32)C1=O)c1ccc[nH]1 (stereo not drawn),.,-10%,-14%,.,24,.,-3%
O=[N+]([O-])c1ccc(Oc2ccc(C(F)(F)F)cn2)cc1,11,-28%,5%,19,-1,-5%,-6%
Nc1ccc(-c2cnc(-c3ccc(N)cc3)nc2)cc1,51*,-13%,-9%,33,43,-2%,1%
CCCN(CC1CC1)CC(O)c1ccccc1 (stereo not drawn),6,3%,-11%,13,.,-28%,-1%
COc1ccc(Cc2n[nH]c(=S)n2-c2ccc3c(c2)OCCO3)cc1,6,-15%,48%[activator],-10,?,-7%,-1%
COc1ccc(Nc2cc3n(c(=O)n2)CCc2cc(OC)c(OC)cc2-3)cc1,17,-37%,1%,27,45,-20%,-2%
COC(=O)CN1C(=O)CC(C)(C)Sc2ccccc21,9,-6%,-7%,13,47,1%,?
CCOC(=O)N1CCN(C(=O)CS(=O)(=O)c2cn(Cc3ccc(Cl)cc3)c3ccccc23)CC1,0,?,6%,14,0,-1%,?
COc1cccc(CN(C)C(=O)C2CCN(S(=O)(=O)c3ccc(C)cc3)CC2)c1OC,.,88%[activator],-2%,.,-1,.,-1%
CN(C1CCCCC1)S(=O)(=O)c1ccc(S(=O)(=O)N2CCN(C(=O)c3ccccc3F)CC2)cc1,-5,27%,16%,-4,-32,0%,0%
CN(Cc1ccco1)C(=O)c1ccc(OC2CCN(Cc3ccccn3)CC2)cc1,6,24%,49%[activator],4,19,.,0%
COc1ccc(CCNC(=O)NS(=O)(=O)c2ccc(C)cc2)cc1OC,-2,-12%,3%,4,12,-7%,-12%
CCCC(c1nnnn1CCc1ccccc1)N1CCC(C(N)=O)CC1 (stereo not drawn),1,-8%,-5%,-7,-30,4%,?
O=C(COC(=O)CN1C(=O)C2CCCCC2C1=O)Nc1cc(F)ccc1F (stereo not drawn),.,1%,-29%,.,-4,.,-17%
O=C(COC(=O)c1cn(-c2ccccc2)nc1-c1ccc(F)cc1)Nc1ncc(Cl)cc1Cl,-2,-20%,9%,21,75,-6%,-14%
CC1=NN(C(=O)Cn2nc([N+](=O)[O-])cc2C)C(O)(C(F)(F)F)C1 (stereo not drawn),-4,-1%,31%[activator],-5,44,3%,4%
O=C1NC(=O)N(Cc2ccccc2)C(=O)/C1=C\N1CCCc2ccccc21,28*,-14%,26%,65,30,?,7%
COc1ccccc1N1CCN(C(=O)Cn2nnc(-c3cccs3)n2)CC1,1,84%[activator],-5%,4,32,7%,?
Cc1c(NC(=O)CSCc2ccccc2)cccc1C(=O)O,11,-5%,-4%,31,58,2%,3%
CCCCCCCCCC(=O)Nn1cnc2ccccc2c1=O,-2,28%,12%,-7,?,11%,-1%
COCCNC(=O)CSc1ccccc1C(=O)NCC1CCCCC1,-2,-13%[11.4 µM],-13%,11,22,0%,?
Cc1cc(C)n(-c2nc3ccccc3c(=O)n2OCC(=O)Nc2c(C)cccc2C)n1,1,2%,3%,3,6,2%,?
COc1ccc(C(=O)Nc2cccc(N(C)S(C)(=O)=O)c2)cc1OC,26*,-8%,2%,60*,122,-2%,-11%
O=C(Cc1ccccc1)N1CCN(C2CCCCCC2)CC1,-2,-6%,-25%,16,31,?,9%
COc1ccc(/C=C/c2nnc(NC(=O)C(C)C)s2)cc1,14*,-24%,19%,42*,-32,0%,-1%
CCOc1ccccc1CNC(=O)CCNS(=O)(=O)c1ccc2[nH]c(=O)oc2c1,-5,-24%,-4%,6,-33,-30%,-11%
Cc1c(Cl)cccc1N1C(=O)CC(N(O)c2ccccc2)C1=O (stereo not drawn),8,-23%,-18%,6,-10,0%,?
CCN(CC(=O)NCc1ccncc1)S(=O)(=O)c1ccc(OC)cc1,-7,-8%,-1%,-9,10,2%,-9%
CC(=O)NC(CC(=O)OCC(=O)N1CCN(S(=O)(=O)c2ccc(Cl)cc2)CC1)c1ccccc1 (stereo not drawn),.,?,0%,.,-2,.,?
O=C(c1cc(COc2ccc(F)cc2Cl)on1)N1CCSCC1,62*,0%,-3%,67*,60,1%,5%
O=C(c1ccco1)N1N=C(c2ccc(Cl)cc2)CC1(O)C(F)(F)F (stereo not drawn),-4,-20%,0%,-9,-9,0%,9%
CCOC(=O)C1CCN(C(=O)c2cccs2)CC1,-2,-10%,7%,5,-8,5%,6%
Cc1ccc2oc(C(=O)NC3CCS(=O)(=O)C3)cc(=O)c2c1 (stereo not drawn),-2,-20%,-3%,8,0,.,1%
Cn1c(SCC(=O)N2CCOCC2)nc2cccnc21,-2,-3%,1%,-12,66,4%,-1%
CCOC(=O)Cc1nnc(Nc2cccc(O)c2)c2ccccc12,-3,-25%,5%,23,-37,3%,3%
NC(=O)c1ccc(NC(=O)CSc2nnc(-c3ccc4c(c3)OCO4)o2)cc1,.,-19%,-7%,.,-16,.,?
CCOc1cc(/C=N/N=C2/NC(=O)C(CC(=O)O)S2)ccc1OCc1ccc(Cl)cc1 (stereo not drawn),-3,-8%,61%[activator],-1,-2,6%,-10%
Cc1nc2nc(COc3ccccc3)[nH]n2c(=O)c1Cc1ccccc1,4,-21%,2%,-10,18,6%,1%
O=C(c1ccc(-n2cncn2)c([N+](=O)[O-])c1)N1CCN(S(=O)(=O)c2ccc(Br)cc2)CC1,.,146%[activator],-4%,.,5,.,-14%
COc1ccc(-c2nc(CN(Cc3cnn(C)c3)C(C)C)c(C)o2)c(OC)c1,-2,15%,-1%,-12,-14,2%,-4%
CCOC(=O)C(CC)/C(C)=N\NC(=O)c1ccccc1O (stereo not drawn),18*,-13%,-22%,33*,-90*,-15%,-8%
COc1cccc(NC(=O)COc2coc(CN3CCc4ccccc4C3)cc2=O)c1,.,-14%,1%,.,4,.,-1%
CC1(C)Cc2c(cnn2-c2cccc(F)c2)C(NC(=O)c2ccc[n+]([O-])c2)C1 (stereo not drawn),7,62%[activator],-1%,-7,-1,.,-6%
Nc1ccc2c(c1)Cc1cc([N+](=O)[O-])ccc1-2,42*,-11%,6%,67*,30,2%,3%
Cc1ccc(NC(=O)C2CCN(C(=O)c3ccco3)CC2)cc1C,-2,-12%,-3%,3,24,.,4%
# Later entries.
SMILES,Cycloheximide cs,AmpC no deterg,AMA1 RON2 block,Shiga inhibitor,HCMV inh,Giardia FBPA inh,AmpC detergent
Cc1cccc(-n2nnnc2SCC(=O)NCC2(N3CCOCC3)CCCCC2)c1C,.,26%,7%,.,-6,.,-5%
COCCSc1nnc(NS(=O)(=O)c2ccccc2)s1,1,-6%,-3%,14,-39,11%,3%
CSc1ccc(Cl)c(C(=O)OCC(=O)N(C)CCC#N)c1,-4,-10%,-2%,-5,-23,4%,-17%
COc1cc(/C=C/C(=O)OCC(=O)N2c3ccccc3CC2C)cc(OC)c1OC (stereo not drawn),.,134%[activator],-4%,.,-1,.,-4%
CC12CCC(c3c(C(=O)O)nn(-c4ccc(F)cc4)c31)C2(C)C (stereo not drawn),-4,-10%,0%,-27,0,11%,?
Nc1c(C(=O)Nc2ccccc2Cl)nnn1-c1ccc2c(c1)OCCO2,33*,-18%,5%,65*,17,3%,-7%
CC1CCCCC1NC(=O)CCCCCn1c(=S)[nH]c2ccccc2c1=O (stereo not drawn),1,-32%,91%[activator],21,-1,3%,-12%
COc1cc(/C=C/C(=O)O)cc(S(=O)(=O)Nc2ccccc2C(=O)NCCc2ccccc2)c1OC,42*,-44%,2%,55,67,-8%,-2%
COc1ccc(Br)cc1/C=C/C(=O)Nc1c(C)cccc1C,1,-44%,-2%,-11,11,-2%,-4%
CCOc1ccccc1NC(=O)NCCC1=CCCCC1,6,-41%,-29%,-7,?,-7%,?
Cc1ccc(S(=O)(=O)c2cc3c(=O)n4cc(C)ccc4nc3n(CC3CCCO3)c2=N)cc1 (stereo not drawn),-4,-21%,.,-17,.,2%,-16%
COc1ccc2oc(=O)c(/C(C)=N/Nc3ccccc3)cc2c1,6,-37%,4%,21,-15,-6%,5%

# Molecules above that contain a furan ring, fused or not, in the order listed:
SMILES,Cycloheximide cs,AmpC no deterg,AMA1 RON2 block,Shiga inhibitor,HCMV inh,Giardia FBPA inh,AmpC detergent
Cc1nc2oc3c(NCc4ccccc4)ncnc3c2c2c1COC(C)(C)C2,-2,-31%,-3%,-13,-28,3%,-4%
CN(Cc1ccco1)C(=O)c1ccc(OC2CCN(Cc3ccccn3)CC2)cc1,6,24%,49%[activator],4,19,.,0%
O=C(c1ccco1)N1N=C(c2ccc(Cl)cc2)CC1(O)C(F)(F)F (stereo not drawn),-4,-20%,0%,-9,-9,0%,9%
Cc1ccc(NC(=O)C2CCN(C(=O)c3ccco3)CC2)cc1C,-2,-12%,-3%,3,24,.,4%

# An unsorted share of the library; about 16% have a hit in one of these screens.
